PAX8 reporter – inhibitors of PAX8 transcriptional activity in RMG-I cells | hit rate 1.2% among 360,000 | RMG-I TPO-luciferase reporter, SteadyGlo, 24 h | inhibition, % at 12.6 µM | AID 652154;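 active means mean replicate inhibition at least 60% with every replicate also reaching 60%; inconclusive means only one of the two criteria is met; inactive means mean below 60% and not all replicates reaching 60%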;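 further: luciferase light reporting Pax8 driven TPO promoter activity; plate controls were median of neutral control wells for no effect and mitoxantrone controls for full effect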
ERp5 block – blocks human ERp5 reductase activity on insulin | Q15084 | ERp5 insulin aggregation, absorbance 650 nm, 90 min | inhibition, % at 9.99 µM | hit rate 0.05% among 350,000 | AID 651711;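 active means mean replicate inhibition above about 25%, with every replicate also reaching it, limit read from the data, passing the limit was not always enough; inconclusive means only one of those two criteria met; inactive means neither criterion met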
Target sequence (Q15084 whole entry, looked up): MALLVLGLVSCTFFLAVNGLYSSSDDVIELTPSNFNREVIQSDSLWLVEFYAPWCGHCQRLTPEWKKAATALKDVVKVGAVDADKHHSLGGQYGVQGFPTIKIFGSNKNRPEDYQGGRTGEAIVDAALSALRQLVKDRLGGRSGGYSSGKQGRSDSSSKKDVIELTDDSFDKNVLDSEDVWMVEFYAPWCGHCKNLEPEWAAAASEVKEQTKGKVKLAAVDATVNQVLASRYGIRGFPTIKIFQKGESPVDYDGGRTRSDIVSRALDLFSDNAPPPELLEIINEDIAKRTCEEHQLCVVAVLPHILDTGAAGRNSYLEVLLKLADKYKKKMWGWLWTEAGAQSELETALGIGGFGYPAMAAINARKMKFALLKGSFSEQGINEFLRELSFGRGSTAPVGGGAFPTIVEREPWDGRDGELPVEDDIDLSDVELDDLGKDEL
CFTR F508del cor – CFTR F508del correction in bronchial cells. CFBE cells, YFP halide quenching; stimulated with forskolin plus potentiator P3; % fluorescence drop versus neutral controls. activity (quench increase), % at 7.58 µM. hit rate 0.36% among 350,000;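 active means mean added fluorescence quench of at least 8% versus neutral control, with both replicates also reaching 8%; inconclusive means only one of the mean or replicate conditions met; inactive means mean below 8% and not both replicates reaching 8%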;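 further: cells transiently co-express mutant CFTR-F508del with the halide-sensitive YFP; corrector assay measuring rescue of mutant channel to the surface after 24 h compound exposure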
Xi reactivation – X-chromosome reactivation activator. XiGFP mouse fibroblasts, % GFP-positive cells imaging, 3 d; cells co-treated with 5-aza-dC sensitizer; scaled so ellipticine positive control = 100%. activation, % at 7.58 µM. hit rate 0.055% among 360,000;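 active means mean normalized replicate activation at least 10% and every replicate at or above 10%; inconclusive means only one of the two criteria met; inactive means mean below 10% and not all replicates reach 10%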;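 further: 0% = median of on-plate neutral control wells and 100% = ellipticine 6 µM median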
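material = 68-5-11 XiGFP fibroblast line | medium = DMEM plus 5-aza-dC sensitizer | schedule = 3 days compound exposure | benchmarks = positive control ellipticine, 6 µM final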
EWS-Fli inh – EWS/Fli transcriptional activity inhibition; A673 NR0B1-luciferase reporter, viability-normalised; inhibition, % at 12.6 µM; hit rate 0.67% among 350,000;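 active means mean inhibition of at least 50% after viability correction, with every replicate also passing that limit; inconclusive means mean reaches 50% but only one of two replicates passes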;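 further: firefly luciferase signal divided by Alamar Blue viability fluorescence both relative to DMSO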
DENV2 CPE – DENV2-induced cell death inhibition. DENV2-infected cells, cytopathic effect rescue, plate reader. CPE inhibition, % at 9.99 µM. hit rate 1.7% among 350,000; in the data active means CPE inhibition above about 20%, passing the limit was not always enough; inconclusive means no clear call, values can overlap the other calls; tested in BHK-21 cells;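 further: 0% = median of neutral control wells and 100% = median of positive control wells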
INS-1E GSIS act – GLuc luminescence reporter in INS-1E cells, primary screen for activators of glucose-dependent secretion of insulin. hit rate 0.61% among 370,000. AID 743287. activation, % at 16.6 µM. INS-1E GLuc reporter insulin secretion, 2-3 h;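 active means lowest replicate activation of at least 40%, so every replicate reaches that level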;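 further: 0% = median of neutral control wells and 100% = median of IBMX positive control wells; some compounds called inactive have numbers as strong as hits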
ARNT-TACC3 inh – disrupts binding between human ARNT and TACC3; Q9Y6A5; AlphaScreen His-ARNT PAS-B/GST-TACC3 binding, luminescence; TACC3 fragment carries E629A point mutation; inhibition, % at 9.99 µM; hit rate 0.66% among 390,000; AID 623870;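 active means mean inhibition of replicates at least 50% and at least half of replicates each reaching 50%; inconclusive means half or more replicates reach 50% but mean below 50%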;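 further: 0% = complete ARNT plus TACC3 wells and 100% = ARNT alone without TACC3; many hits fall short of the cut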
Starred values were filed as active, the others as inactive; ? = inconclusive; / = no result given.

Value order: PAX8 reporter	ERp5 block	CFTR F508del cor	Xi reactivation	EWS-Fli inh	DENV2 CPE	INS-1E GSIS act	ARNT-TACC3 inh
#1 COc1cc(CC(=O)N(C)CC(=O)Nc2ccc(Cl)c(C(F)(F)F)c2)cc(OC)c1OC
→ 27	1	-0.1	-0.1	13	-7	-41	0
#2 CCOc1ccc(CCNS(=O)(=O)c2cn(C)cn2)cc1OCC
→ 2	0	2.4	0.0	/	-2	60*	-8
#3 CC(=O)c1ccc(S(=O)(=O)N2CCC(Oc3ccc(-n4cnnn4)cc3)CC2)cc1
→ -38	-7	-0.6	0.0	-2	8	6	-6
#4 CCOC(=O)N1CCN(S(=O)(=O)c2ccc([N+](=O)[O-])cc2)CC1
→ -8	-3	-2.8	0.1	-1	-5	6	1
#5 Cc1ccc(C)c(N(CC(=O)NC2CCCC2)C(=O)c2oc(C(C)(C)C)cc2C)c1
→ /	12	3.1	/	25	-6	-20	4
#6 Cc1noc(C)c1S(=O)(=O)N(C)C[C@@H]1OCCCC[C@@H](C)Oc2ccc(NS(=O)(=O)c3ccccc3)cc2C(=O)N([C@H](C)CO)C[C@H]1C
→ 24	-2	1.2	0.1	16	-18	3	0
#7 Cc1noc(C)c1S(=O)(=O)N(C)C[C@H]1Oc2ccc(NS(=O)(=O)c3ccc(Cl)cc3)cc2CC(=O)N([C@@H](C)CO)C[C@@H]1C
→ -41	5	-0.2	-1.0	-5	5	-1	-1
#8 CCc1n[nH]c(=O)c2cc3cc(OC)ccc3n12
→ -29	5	-3.4	0.5	-4	-6	20	-2
#9 CO[C@H]1CN(C)C(=O)c2cc(NS(C)(=O)=O)ccc2OC[C@H](C)N(C)C[C@H]1C
→ -6	2	1.1	-0.3	0	7	-4	-3
#10 O=C(O)C[C@H]1C=C[C@@H](NC(=O)c2ccccc2F)[C@H](CO)O1
→ -14	-3	-0.7	0.0	-1	?	16	0
#11 C[C@@H]1CN([C@H](C)CO)C(=O)c2cc(NS(=O)(=O)c3cccs3)ccc2O[C@@H]1CN(C)CC1CCCCC1
→ -12	-1	2.9	0.1	6	6	7	-9
#12 Cc1sc2nc(-c3ccccc3F)oc(=O)c2c1C
→ 12	-11	2.6	0.3	-9	0	10	/
#13 CO[C@H]1CN(C)C(=O)c2ccc(NS(=O)(=O)c3ccc(Cl)cc3)cc2OC[C@H](C)N(C)C[C@@H]1C
→ -14	8	-0.4	0.4	/	-6	8	/
#14 COc1ccc(-c2ccc(=O)n(CC(=O)Nc3ccc4c(c3)OCCO4)n2)cc1
→ 3	5	0.6	0.0	9	-4	1	-6
#15 CCc1ccc(C(=O)Nc2ccc(OC)c(S(=O)(=O)N3CCOCC3)c2)cc1
→ 28	1	3.5	0.2	3	9	-9	11

Two records drawn at random from the list so far:
Value order: PAX8 reporter	ERp5 block	CFTR F508del cor	Xi reactivation	EWS-Fli inh	DENV2 CPE	INS-1E GSIS act	ARNT-TACC3 inh
#1 COc1cc(CC(=O)N(C)CC(=O)Nc2ccc(Cl)c(C(F)(F)F)c2)cc(OC)c1OC
→ 27	1	-0.1	-0.1	13	-7	-41	0
#6 Cc1noc(C)c1S(=O)(=O)N(C)C[C@@H]1OCCCC[C@@H](C)Oc2ccc(NS(=O)(=O)c3ccccc3)cc2C(=O)N([C@H](C)CO)C[C@H]1C
→ 24	-2	1.2	0.1	16	-18	3	0

In another format: 14 of the compounds above.
entry | Structure | PAX8 reporter | ERp5 block | CFTR F508del cor | Xi reactivation | EWS-Fli inh | DENV2 CPE | INS-1E GSIS act | ARNT-TACC3 inh
1 | COc1cc(CC(=O)N(C)CC(=O)Nc2ccc(Cl)c(C(F)(F)F)c2)cc(OC)c1OC | 27 | 1 | -0.1 | -0.1 | 13 | -7 | -41 | 0
2 | CCOc1ccc(CCNS(=O)(=O)c2cn(C)cn2)cc1OCC | 2 | 0 | 2.4 | 0.0 | / | -2 | 60* | -8
3 | CC(=O)c1ccc(S(=O)(=O)N2CCC(Oc3ccc(-n4cnnn4)cc3)CC2)cc1 | -38 | -7 | -0.6 | 0.0 | -2 | 8 | 6 | -6
4 | CCOC(=O)N1CCN(S(=O)(=O)c2ccc([N+](=O)[O-])cc2)CC1 | -8 | -3 | -2.8 | 0.1 | -1 | -5 | 6 | 1
5 | Cc1ccc(C)c(N(CC(=O)NC2CCCC2)C(=O)c2oc(C(C)(C)C)cc2C)c1 | / | 12 | 3.1 | / | 25 | -6 | -20 | 4
6 | Cc1noc(C)c1S(=O)(=O)N(C)C[C@@H]1OCCCC[C@@H](C)Oc2ccc(NS(=O)(=O)c3ccccc3)cc2C(=O)N([C@H](C)CO)C[C@H]1C | 24 | -2 | 1.2 | 0.1 | 16 | -18 | 3 | 0
7 | Cc1noc(C)c1S(=O)(=O)N(C)C[C@H]1Oc2ccc(NS(=O)(=O)c3ccc(Cl)cc3)cc2CC(=O)N([C@@H](C)CO)C[C@@H]1C | -41 | 5 | -0.2 | -1.0 | -5 | 5 | -1 | -1
8 | CCc1n[nH]c(=O)c2cc3cc(OC)ccc3n12 | -29 | 5 | -3.4 | 0.5 | -4 | -6 | 20 | -2
9 | CO[C@H]1CN(C)C(=O)c2cc(NS(C)(=O)=O)ccc2OC[C@H](C)N(C)C[C@H]1C | -6 | 2 | 1.1 | -0.3 | 0 | 7 | -4 | -3
10 | O=C(O)C[C@H]1C=C[C@@H](NC(=O)c2ccccc2F)[C@H](CO)O1 | -14 | -3 | -0.7 | 0.0 | -1 | ? | 16 | 0
11 | C[C@@H]1CN([C@H](C)CO)C(=O)c2cc(NS(=O)(=O)c3cccs3)ccc2O[C@@H]1CN(C)CC1CCCCC1 | -12 | -1 | 2.9 | 0.1 | 6 | 6 | 7 | -9
12 | Cc1sc2nc(-c3ccccc3F)oc(=O)c2c1C | 12 | -11 | 2.6 | 0.3 | -9 | 0 | 10 | /
13 | CO[C@H]1CN(C)C(=O)c2ccc(NS(=O)(=O)c3ccc(Cl)cc3)cc2OC[C@H](C)N(C)C[C@@H]1C | -14 | 8 | -0.4 | 0.4 | / | -6 | 8 | /
14 | COc1ccc(-c2ccc(=O)n(CC(=O)Nc3ccc4c(c3)OCCO4)n2)cc1 | 3 | 5 | 0.6 | 0.0 | 9 | -4 | 1 | -6

(list continues)
Value order: PAX8 reporter	ERp5 block	CFTR F508del cor	Xi reactivation	EWS-Fli inh	DENV2 CPE	INS-1E GSIS act	ARNT-TACC3 inh
#16 O=C(Cc1cccnc1)N1CC2(C1)[C@H](c1ccccc1)[C@H](CO)N2C(=O)C1CCCC1
→ /	1	0.3	0.0	-16	10	-9	/
#17 COc1ccc(C(Nc2cc(C)ccn2)c2ccc3ccc(C)nc3c2O)cc1 (stereo not drawn)
→ 18	-8	1.8	-0.1	1	-1	-11	8
#18 O=C(O)c1cc(S(=O)(=O)Nc2ccc(OCc3ccccc3)cc2)ccc1Br
→ -28	2	3.1	0.2	-12	-1	6	4
#19 CC(C)(C)C(=O)N/C(N)=N/c1nc2ccccc2o1
→ -157	-1	1.0	0.0	-53	2	15	1
#20 COc1cc(/C=C/C(=O)OCC(=O)N2CCN(S(=O)(=O)c3ccc(C)cc3C)CC2)cc(Cl)c1OC
→ 2	-1	-1.0	-0.1	-1	16	-11	/
#21 O=C(CCc1nnc2ccc(N3CCC4(CC3)OCCO4)nn12)Nc1ccc(F)cc1
→ -2	2	-0.8	0.0	/	-2	14	0
#22 CSCCC1NC(=O)N(CC(=O)N2N=C(c3ccc(Cl)cc3)CC2c2ccco2)C1=O (stereo not drawn)
→ 23	1	2.2	0.3	8	?	-5	2
#23 O=C(O)c1ccc(NC(=O)c2cn(-c3ccccc3)nc2-c2cccc(Cl)c2)cc1
→ -16	1	-2.7	0.2	-19	6	-22	3
#24 Cc1ccc(S(=O)(=O)N(C)C[C@@H]2Oc3ccc(NS(C)(=O)=O)cc3C(=O)N([C@H](C)CO)C[C@H]2C)cc1
→ /	-11	-0.8	0.7	-2	5	10	-5
#25 O=C(NC1CCN(c2ncccn2)CC1)c1ccccc1F
→ -4	-1	0.8	0.1	7	?	-13	10
#26 O=C(NC[C@@H]1[C@@H](c2ccccc2)[C@@H](CO)N1Cc1ccccc1)c1ccccn1
→ /	1	1.5	0.0	/	10	12	/
#27 COc1ccc2c(c1OC)C(=O)OC2Nc1ccc(S(=O)(=O)N=C(N)N)cc1 (stereo not drawn)
→ -9	-3	2.3	0.0	2	6	2	-4
#28 CC(C)CC#Cc1ccc2c(c1)O[C@@H](CN(C)Cc1cccnc1)[C@@H](C)CN([C@@H](C)CO)S2(=O)=O
→ /	2	3.1	-0.2	14	3	-26	12

Source: PubChem BioAssay (Broad Institute)
